Screens (PubChem BioAssay)
tim23-1 inh – growth inhibitors of tim23-1 mutant yeast. actives 1.3% (n = 330,000). AID 463212. inhibition, % at 20 µM. S. cerevisiae tim23-1 growth, BacTiter-Glo luminescence, 24 h;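 active = growth inhibition of the mutant yeast at or above 50%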;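 also: temperature-sensitive mutant grown at 25 °C; plate controls were DMSO-treated mutant yeast for no effect and medium wells lacking yeast for full effect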
tim10-1 inh – tim10-1 yeast growth inhibition; actives 2.2% (n = 330,000); AID 463190; S. cerevisiae tim10-1 ts strain growth, BacTiter-Glo, 24 h; inhibition, % at 20 µM;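 active = inhibition of at least 40%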;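 also: mutant grown at 25 °C; 0% = DMSO wells with yeast and 100% = wells holding no yeast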
TIM10 inh – TIM10 yeast growth inhibition. S. cerevisiae TIM10 strain growth, BacTiter-Glo luminescence, 24 h. inhibition, % at 10 µM. actives 1.4% (n = 330,000). AID 463195;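 active = inhibition of 40% or more at the single tested concentration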;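 also: wild-type TIM10 isogenic control strain grown at permissive 25 °C; 0% = DMSO yeast wells and 100% = minimal medium wells without yeast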
Mdm2 MdmX PPI – disrupts the human Mdm2-MdmX interaction; inhibition, % at 8 µM; SaOS-2 split-luciferase Mdm2/MdmX complementation, luminescence; actives 3% (n = 330,000); O15151+Q00987; AID 485346;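 active = inhibition of at least 50% at 8 µM in the primary screen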
CXCR6 inh – inhibitors of human CXCR6 receptor; O00574; CHO-K1 PathHunter CXCR6 beta-arrestin, luminescence; inhibition, % at 20 µM; actives 0.36% (n = 360,000); AID 602244; in the data active = inhibition above about 34%, passing the limit was not always enough;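 also: antagonist mode with CXCL16 agonist at 10 nM final; 0% = 10 nM CXCL16 with DMSO and 100% = unstimulated wells without agonist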
Target sequence (O00574 whole entry, looked up): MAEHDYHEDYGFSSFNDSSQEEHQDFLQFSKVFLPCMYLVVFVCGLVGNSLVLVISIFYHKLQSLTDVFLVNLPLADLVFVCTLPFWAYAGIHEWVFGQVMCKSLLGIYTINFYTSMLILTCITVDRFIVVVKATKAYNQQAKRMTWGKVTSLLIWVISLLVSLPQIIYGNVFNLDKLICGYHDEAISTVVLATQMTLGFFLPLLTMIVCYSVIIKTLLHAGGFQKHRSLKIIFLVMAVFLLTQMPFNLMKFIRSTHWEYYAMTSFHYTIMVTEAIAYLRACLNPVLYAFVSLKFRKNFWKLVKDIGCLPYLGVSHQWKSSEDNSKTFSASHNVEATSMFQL
APJ antag – APJ receptor antagonism | CHO-K1 APJ beta-arrestin complementation, luminescence | AID 2521 | inhibition, % at 20 µM | actives 0.32% (n = 330,000);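 active = inhibition above about 40% at 20 µM, limit read from the data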;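 also: cells challenged with 10 nM apelin-13 agonist together with compound; plate controls were apelin-13 plus DMSO wells for no effect and DMSO wells lacking apelin-13 for full effect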
Target sequence (P35414 whole entry, looked up): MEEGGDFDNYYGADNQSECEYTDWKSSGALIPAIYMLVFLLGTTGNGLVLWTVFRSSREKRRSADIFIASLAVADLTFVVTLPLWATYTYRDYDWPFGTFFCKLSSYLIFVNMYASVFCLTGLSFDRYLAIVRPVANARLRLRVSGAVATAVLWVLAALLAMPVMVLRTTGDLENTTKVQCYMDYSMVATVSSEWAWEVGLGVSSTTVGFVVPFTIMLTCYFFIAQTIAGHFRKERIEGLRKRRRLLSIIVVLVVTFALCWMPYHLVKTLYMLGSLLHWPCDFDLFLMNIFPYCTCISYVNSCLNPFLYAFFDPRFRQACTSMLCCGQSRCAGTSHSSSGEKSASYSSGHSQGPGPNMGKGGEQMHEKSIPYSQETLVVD
XBP1 UPR activ – activators of adaptive arm of unfolded protein response (XBP1); CHO-XBP1 luciferase reporter, IRE1-XBP1 UPR activation, luminescence; percent of tunicamycin response, DMSO as zero; activation, % at 20 µM; actives 0.33% (n = 330,000); AID 463104;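 active = versus positive control, 20 µM dose yields 30% or more activation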;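 also: 100% = tunicamycin at 10 µg/mL and 0% = DMSO only wells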
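assay system = CHO-XBP1 luciferase reporter cells | amount = 1000 cells/well | buffer or medium = F12 plus 10% FBS | compound dosing = single point, 20 µM final compound, 1% DMSO | incubation = 16-18 h cell attachment at 37 °C, then 6 h compound exposure | detection = Steady-Glo luminescence read | controls = tunicamycin 10 µg/mL and vehicle-only wells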
CHOP UPR activ – activators of apoptotic arm of unfolded protein response (CHOP). CHO-CHOP luciferase reporter, UPR activation, luminescence; percent of tunicamycin response over DMSO baseline. activation, % at 10 µM. AID 449763. actives 0.34% (n = 330,000);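 active = at 10 µM dose, activation of 40% or more, normalized to positive control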;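 also: 100% = tunicamycin at 10 µg/mL and 0% = DMSO alone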
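Dosing – one dose, 10 µM in 0.5% DMSO · System – CHO-CHOP cells, stable luciferase reporter of PERK-eIF2a-CHOP signalling · Input – 500 cells/well · Control set – tunicamycin 10 µg/mL final as positive, DMSO-only wells as negative · Timing – 6 h compound treatment, 37 °C · Measure – % activation vs tunicamycin · Technique – luminescence read with Steady-Glo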
APJ ag – agonists of human APJ apelin receptor; CHO-K1 APJ PathHunter beta-arrestin, luminescence; 0% DMSO wells, 100% apelin; activation, % at 20 µM; AID 2520; actives 0.11% (n = 330,000);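 active = activation more than six SD over the plate average, tested at 20 µM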;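 also: 0% = DMSO alone and 100% = apelin-13 at 10 nM; some results filed as inactive read as strong as hits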
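Material: engineered CHO-K1 APJ arrestin reporter cells; amount: 1000 CHO-K1 reporter cells seeded per well; incubation: compound stimulation 90 min at 25 °C, detection 60 min; signal: luminescent beta-gal fragment complementation, chemiluminescent substrate; read-out basis: APJ agonist activity; controls: DMSO-only wells as negative, 10 nM Apelin-13 as positive control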
Starred values were filed as active, the others as inactive. These rows are one share of the data. The share of hits here may be higher or lower than overall.

Results for Cc1c(NC(=O)c2ccc(NS(=O)(=O)c3ccccc3)cc2)c(=O)n(-c2ccccc2)n1C ?
tim23-1 inh: 1; tim10-1 inh: -7; TIM10 inh: -7; Mdm2 MdmX PPI: 16; CXCR6 inh: 3; APJ antag: 6; XBP1 UPR activ: 0; CHOP UPR activ: -1.4; APJ ag: -3

How did Cc1cc(C(=O)N/N=C/c2ccc(C)s2)n[nH]1 do in these assays?
tim23-1 inh: -2; tim10-1 inh: 1; TIM10 inh: -5; Mdm2 MdmX PPI: -35; CXCR6 inh: -7; APJ antag: -4; XBP1 UPR activ: -1; CHOP UPR activ: 4.9; APJ ag: 0

How did O=C(C[C@H]1C/C=C\CC[C@@H](Cc2ccc(F)cc2)C(=O)O[C@@H](c2ccccc2)CNC1=O)N[C@H](CO)Cc1ccccc1 do in these assays?
tim23-1 inh: -11; tim10-1 inh: -5; TIM10 inh: -7; Mdm2 MdmX PPI: 25; CXCR6 inh: 2; APJ antag: -4; XBP1 UPR activ: 0; CHOP UPR activ: -0.3; APJ ag: 2

How did Cc1ccc(OCC(=O)N2CCN(S(=O)(=O)c3ccc(Cl)cc3)CC2)c([N+](=O)[O-])n1 do in these assays?
tim23-1 inh: 11; tim10-1 inh: 16; TIM10 inh: -16; Mdm2 MdmX PPI: 0; CXCR6 inh: 6; APJ antag: -19; XBP1 UPR activ: 2; CHOP UPR activ: 0.6; APJ ag: 0

How did CC(C)(C)c1ccc(OCCNC(=S)Nc2ccccc2)cc1 do in these assays?
tim23-1 inh: 23; tim10-1 inh: 33; TIM10 inh: 54*; Mdm2 MdmX PPI: 30; CXCR6 inh: -16; APJ antag: -3; XBP1 UPR activ: 2; CHOP UPR activ: 0.0; APJ ag: 2

How did O=C(NC(=S)Nc1cccc([N+](=O)[O-])c1)C1CCCCC1 do in these assays?
tim23-1 inh: 10; tim10-1 inh: 16; TIM10 inh: 13; Mdm2 MdmX PPI: 21; CXCR6 inh: 19; APJ antag: 20; XBP1 UPR activ: 1; CHOP UPR activ: 3.9; APJ ag: -5

Results for COC(=O)c1ccc(SCC(=O)NCc2ccccc2)c([N+](=O)[O-])c1 ?
tim23-1 inh: 1; tim10-1 inh: 1; TIM10 inh: 14; Mdm2 MdmX PPI: -13; CXCR6 inh: -17; APJ antag: -23; XBP1 UPR activ: -6; CHOP UPR activ: 1.9; APJ ag: -4

How did CCOc1ccc(NC(=O)CN2C(=O)CSc3ccc(S(=O)(=O)N4CCCC4)cc32)cc1 do in these assays?
tim23-1 inh: 12; tim10-1 inh: -1; TIM10 inh: 6; Mdm2 MdmX PPI: -8; CXCR6 inh: -4; APJ antag: 16; XBP1 UPR activ: -7; CHOP UPR activ: 4.2; APJ ag: 2

Results for CC(=O)Nc1cccc2c1C(=O)N(c1cccc(C)c1)C2=O ?
tim23-1 inh: 0; tim10-1 inh: 30; TIM10 inh: -14; Mdm2 MdmX PPI: -16; CXCR6 inh: 5; APJ antag: -1; XBP1 UPR activ: 1; CHOP UPR activ: -1.5; APJ ag: -1

What do the screens show for `O=[N+]([O-])c1cc(S(=O)(=O)Nc2ccc(Cl)cc2)ccc1N/N=C/c1ccncc1`?
tim23-1 inh: -37; tim10-1 inh: -37; TIM10 inh: -34; Mdm2 MdmX PPI: 16; CXCR6 inh: 6; APJ antag: -3; XBP1 UPR activ: 5; CHOP UPR activ: -0.2; APJ ag: -2

How did CN(Cc1cccc(F)c1)CC(O)COCc1ccccc1Cl (stereo unspecified) do in these assays?
tim23-1 inh: 6; tim10-1 inh: -9; TIM10 inh: 3; Mdm2 MdmX PPI: 1; CXCR6 inh: 4; APJ antag: 11; XBP1 UPR activ: 0; CHOP UPR activ: 1.0; APJ ag: -4

What do the screens show for `CC(C)CCNC(=O)C1CCCCN1S(=O)(=O)c1ccc(F)cc1` (stereo unspecified)?
tim23-1 inh: 11; tim10-1 inh: 12; TIM10 inh: 10; Mdm2 MdmX PPI: 15; CXCR6 inh: 4; APJ antag: 1; XBP1 UPR activ: -2; CHOP UPR activ: 0.3; APJ ag: -4

Results for Cc1cc(-c2cc(-c3ccccc3)on2)nc(NCC2CC2)n1 ?
tim23-1 inh: 7; tim10-1 inh: -8; TIM10 inh: 12; Mdm2 MdmX PPI: 9; CXCR6 inh: -1; APJ antag: 17; XBP1 UPR activ: -1; CHOP UPR activ: -1.8; APJ ag: -4

What do the screens show for `Cc1cc(=O)[nH]c(SCC(=O)/C=C2\N(C)c3ccccc3C2(C)C)n1`?
tim23-1 inh: 14; tim10-1 inh: 4; TIM10 inh: -17; Mdm2 MdmX PPI: -7; CXCR6 inh: 1; APJ antag: -4; XBP1 UPR activ: -3; CHOP UPR activ: -2.8; APJ ag: -2

Results for COc1ccc(NS(=O)(=O)c2cccc3nsnc23)cc1OC ?
tim23-1 inh: -8; tim10-1 inh: -8; TIM10 inh: -18; Mdm2 MdmX PPI: 8; CXCR6 inh: 8; APJ antag: -14; XBP1 UPR activ: 0; CHOP UPR activ: 0.1; APJ ag: -6

Results for O=C(c1ccco1)N1CCN(C(=O)C2CCCO2)CC1 (stereo unspecified) ?
tim23-1 inh: 10; tim10-1 inh: 6; TIM10 inh: 10; Mdm2 MdmX PPI: -7; CXCR6 inh: -8; APJ antag: 8; XBP1 UPR activ: 0; CHOP UPR activ: -1.4; APJ ag: -6

How did COc1ccc(CCNC(=O)Cn2cnc3c(cnn3-c3ccccc3Cl)c2=O)cc1OC do in these assays?
tim23-1 inh: 8; tim10-1 inh: 13; TIM10 inh: 4; Mdm2 MdmX PPI: 13; CXCR6 inh: 7; APJ antag: 6; XBP1 UPR activ: -1; CHOP UPR activ: 1.1; APJ ag: -2

What do the screens show for `Cc1ccccc1-c1noc(C23CC4CC(CC(C4)C2)C3)n1`?
tim23-1 inh: 24; tim10-1 inh: 26; TIM10 inh: 31; Mdm2 MdmX PPI: -37; CXCR6 inh: -2; APJ antag: 2; XBP1 UPR activ: 3; CHOP UPR activ: 2.9; APJ ag: -5

How did COc1ccc2[nH]c(=O)c(-c3nnn(-c4ccc(Cl)c(Cl)c4)n3)cc2c1 do in these assays?
tim23-1 inh: -8; tim10-1 inh: -29; TIM10 inh: 0; Mdm2 MdmX PPI: 6; APJ antag: 9; XBP1 UPR activ: 2; CHOP UPR activ: 0.6; APJ ag: -3

Results for CCN(CC)S(=O)(=O)c1ccc(Cl)c(NC(=O)COC(=O)c2cccn2C)c1 ?
tim23-1 inh: 4; tim10-1 inh: -11; TIM10 inh: 2; Mdm2 MdmX PPI: 14; CXCR6 inh: 12; APJ antag: 9; XBP1 UPR activ: -3; CHOP UPR activ: 0.7; APJ ag: -1

What do the screens show for `Cc1cccc(C)c1NC(=O)CN(C)CC(=O)c1c(N)n(Cc2ccccc2)c(=O)n(C)c1=O`?
tim23-1 inh: -7; tim10-1 inh: 2; TIM10 inh: 4; Mdm2 MdmX PPI: 24; CXCR6 inh: 8; APJ antag: 8; XBP1 UPR activ: -2; CHOP UPR activ: -2.4; APJ ag: -4

How did CN(C)CCCNC(=S)N(Cc1cccs1)Cc1cc2cc3c(cc2[nH]c1=O)OCCO3 do in these assays?
tim23-1 inh: 19; tim10-1 inh: 23; TIM10 inh: -35; Mdm2 MdmX PPI: 31; CXCR6 inh: 8; APJ antag: -6; XBP1 UPR activ: 2; CHOP UPR activ: 1.4; APJ ag: -1

What do the screens show for `COC(=O)c1sccc1S(=O)(=O)Nc1ccc(C)cc1`?
tim23-1 inh: 10; tim10-1 inh: 8; TIM10 inh: 16; Mdm2 MdmX PPI: 10; CXCR6 inh: 1; APJ antag: 8; XBP1 UPR activ: 0; CHOP UPR activ: -0.6; APJ ag: -5

Results for CC1CC(NC(=O)/C=C/C(=O)O)CC(C)(C)C1 (stereo unspecified) ?
tim23-1 inh: -8; tim10-1 inh: 0; TIM10 inh: -3; Mdm2 MdmX PPI: -10; CXCR6 inh: 6; APJ antag: -3; XBP1 UPR activ: 1; CHOP UPR activ: -1.2; APJ ag: 0

How did NC(=S)C(c1ccccc1)c1ncc(C(F)(F)F)cc1Cl (stereo unspecified) do in these assays?
tim23-1 inh: 9; tim10-1 inh: 17; TIM10 inh: 17; Mdm2 MdmX PPI: 11; CXCR6 inh: 5; APJ antag: 20; XBP1 UPR activ: -3; CHOP UPR activ: -1.0; APJ ag: -5

Results for O=C(c1ccco1)N1CCN(C(=O)c2nn3cccnc3c2Cl)CC1 ?
tim23-1 inh: -12; tim10-1 inh: 9; TIM10 inh: 6; Mdm2 MdmX PPI: -21; CXCR6 inh: 5; APJ antag: 5; XBP1 UPR activ: 1; CHOP UPR activ: 0.5; APJ ag: -2

What do the screens show for `O=C(Nc1ccccc1O)c1ccccc1O`?
tim23-1 inh: 1; tim10-1 inh: -7; TIM10 inh: 14; Mdm2 MdmX PPI: -27; CXCR6 inh: 1; APJ antag: 15; XBP1 UPR activ: 1; CHOP UPR activ: 0.7; APJ ag: -3

How did CC1CC(C)CN(CCC(=O)Nc2cccc(Cl)c2)C1 (stereo unspecified) do in these assays?
tim23-1 inh: 15; tim10-1 inh: 2; TIM10 inh: -9; Mdm2 MdmX PPI: -11; CXCR6 inh: 7; APJ antag: 15; XBP1 UPR activ: -1; CHOP UPR activ: -1.2; APJ ag: 6

Results for COC(=O)c1c(C)[nH]c(C(=O)/C=C/c2ccc(Cl)cc2)c1C ?
tim23-1 inh: 16; tim10-1 inh: 6; TIM10 inh: 7; Mdm2 MdmX PPI: 15; CXCR6 inh: -7; APJ antag: -12; XBP1 UPR activ: 7; CHOP UPR activ: 6.2; APJ ag: -1

What do the screens show for `Cc1nn(Cc2ccccc2)c(C)c1NC(=O)CCC(=O)O`?
tim23-1 inh: -12; tim10-1 inh: -15; TIM10 inh: -4; Mdm2 MdmX PPI: 10; CXCR6 inh: -6; APJ antag: 7; XBP1 UPR activ: 8; CHOP UPR activ: 2.2; APJ ag: -4

Results for OC(CNCc1ccc2c(c1)OCO2)COc1ccc(F)cc1 (stereo unspecified) ?
tim23-1 inh: -4; tim10-1 inh: 3; TIM10 inh: 15; Mdm2 MdmX PPI: 3; CXCR6 inh: -3; APJ antag: 2; XBP1 UPR activ: -1; CHOP UPR activ: -0.6; APJ ag: 4
